Cl transport mod = modulators of human KCC2 chloride dependent transport; Q9H2X9; KCC2 cells, thallium flux FluoZin-2 fluorescence; B-score of Tl+ flux slope (higher = more flux/activation; lower = inhibition) at 10 µM; actives 2.2% (n = 190,000); AID 1456;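 active = thallium flux slope and its plate-corrected score both differing from the plate sample mean at a set confidence after two filtering rounds, in either direction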;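 note: slope of fluorescence scaled to starting intensity during 10 to 20 s after thallium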
Hck-Nef inh = human Hck-Nef kinase inhibition; Recombinant Hck-YEEI plus Nef, Z-Lyte FRET kinase assay; actives 0.68% (n = 220,000); inhibition, % at 20 µM;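 active = Hck-Nef kinase inhibition above about 50%, limit read from the data; inactive = inhibition below that limit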;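 note: 0% = DMSO with Hck plus Nef and 100% = Hck alone without Nef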
zVAD death inh = blocks zVAD induced death of L929 cells; L929 zVAD necroptosis rescue, ATP luminescence, 24 h; with zVAD 60 µM; viability rescue, % at 10 µM; actives 0.38% (n = 220,000); AID 1377;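 active = activation, scaled between plate controls, above about 75%, limit read from the data; inactive = activation under that limit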;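 note: 0% = zVAD with DMSO and 100% = DMSO alone without zVAD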
Thrombin inh = blocks human thrombin protease activity. P00734. alpha-thrombin, Boc-VPR-AMC fluorogenic substrate cleavage. inhibition, % at 5 µM. actives 0.26% (n = 220,000);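 active = inhibition at or above 40%; inactive = inhibition below 40%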;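 note: 0% = enzyme with no compound and 100% = wells without enzyme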
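System – human alpha-thrombin protein · Reagent – Boc-VPR-AMC substrate, 15 µM final · Compound – 5 µM single dose in 0.2% DMSO · Schedule – reaction at room temperature · Technique – AMC fluorescence at 355 nm excitation and 460 nm emission · Read-out basis – % inhibition relative to enzyme controls and enzyme-free blanks · Control set – no-compound enzyme wells and no-enzyme blanks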
TNF death inh = blocks TNF-alpha induced death of Jurkat FADD-/- cells; activation (protection from cell death), % at 10 µM; Jurkat FADD-/- TNF necroptosis rescue, ATP luminescence, 24 h; 0 = TNF only, 100 = no-TNF cells; actives 0.068% (n = 220,000);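 active = activation, meaning protection from cell death, of at least 50% relative to plate controls; inactive = activation below 50%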;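 note: necroptosis triggered by 40 ng/mL TNF-alpha added together with compound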
Rad51 HR inh = blocks human Rad51 in homologous recombination; Q06609; hRad51 DNA strand exchange, fluorescence dequenching; inhibition, % at 10 µM; actives 0.085% (n = 200,000); AID 1385;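 active = inhibition above 40% at the single screening dose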;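 note: 0% = DMSO control wells and 100% = blanks with heterologous ssDNA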
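Material: Human Rad51 nucleoprotein filaments preassembled on unlabelled ssDNA | Also added: Labelled 47-mer dsDNA for strand exchange | Dosing: Single dose, 10 µM final compound | Schedule: 30-min compound preincubation and 15-min exchange, both room temperature | Technique: Fluorescence dequenching at 485/520 nm | Measure: Percent inhibition relative to plate controls and blanks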
hK5 inh = kallikrein 5 (human) inhibition; Q9Y337; recombinant hK5, fluorogenic AMC substrate cleavage; inhibition, % at 5 µM; actives 0.59% (n = 210,000);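 active = inhibition of 40% or more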;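 note: 0% = enzyme controls without compound and 100% = no-enzyme blanks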
Target sequence (Q9Y337 67-293 limits assumed): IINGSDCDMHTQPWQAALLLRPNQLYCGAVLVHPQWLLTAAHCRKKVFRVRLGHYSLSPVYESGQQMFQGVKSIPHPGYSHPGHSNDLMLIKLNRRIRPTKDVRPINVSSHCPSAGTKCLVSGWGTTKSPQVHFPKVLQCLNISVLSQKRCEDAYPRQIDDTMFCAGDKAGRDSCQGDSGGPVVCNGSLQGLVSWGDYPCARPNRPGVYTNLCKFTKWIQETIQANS
FXIIa inh = inhibitors of human coagulation factor XIIa. P00748. purified FXIIa, Boc-QGR-AMC fluorogenic substrate, 2 h. inhibition, % at 5 µM. actives 0.3% (n = 220,000); in the data active = inhibition above about 40%;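 note: 0% = enzyme with no compound and 100% = blank without enzyme; many of its hits are not listed in these tables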
FXIa inh 1536 = factor XIa (human) inhibition | purified FXIa, Boc-Glu-Ala-Arg-AMC fluorogenic substrate | AID 798 | inhibition, % at 5 µM | P03951 | actives 0.14% (n = 220,000);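 active = inhibition of at least 40%; inactive = inhibition below 40%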;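 note: fluorescence of freed AMC excited at 355 nm; 0% = enzyme without compound and 100% = no enzyme blank; many of its hits are not listed in these tables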
Target sequence (P03951 19-387 limits assumed): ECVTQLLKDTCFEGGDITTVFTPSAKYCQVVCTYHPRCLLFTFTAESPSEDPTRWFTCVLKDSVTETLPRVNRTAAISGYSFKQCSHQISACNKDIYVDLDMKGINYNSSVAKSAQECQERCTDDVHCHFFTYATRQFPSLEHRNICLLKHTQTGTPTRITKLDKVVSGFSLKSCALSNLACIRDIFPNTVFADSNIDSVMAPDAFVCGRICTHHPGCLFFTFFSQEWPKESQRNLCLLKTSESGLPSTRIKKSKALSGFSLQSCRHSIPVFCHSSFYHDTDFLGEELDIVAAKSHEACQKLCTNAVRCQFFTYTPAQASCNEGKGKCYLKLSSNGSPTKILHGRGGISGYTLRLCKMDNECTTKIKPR
Target sequence (P03951 388-625 limits assumed): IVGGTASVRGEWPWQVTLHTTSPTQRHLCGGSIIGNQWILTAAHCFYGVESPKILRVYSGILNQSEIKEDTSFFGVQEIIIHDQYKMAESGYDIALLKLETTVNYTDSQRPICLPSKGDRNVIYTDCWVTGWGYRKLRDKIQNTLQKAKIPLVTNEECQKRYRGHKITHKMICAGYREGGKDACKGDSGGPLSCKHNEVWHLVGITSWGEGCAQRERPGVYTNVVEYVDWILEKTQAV
The depositor's hits bear a star; i = inactive; . = not tested or not shown. Not all compounds are listed; count on the stated rates, not on these rows.

A first look:
#	Structure	Cl transport mod	Hck-Nef inh	zVAD death inh	Thrombin inh	TNF death inh	Rad51 HR inh	hK5 inh	FXIIa inh	FXIa inh 1536
1	Cc1cc(=O)[nH]c2c1c(C)nn2C1CCOC(C)(C)C1 (stereo not drawn)	-0.73	1	0.2	-4	-0.2	-1	-19	8	-4
2	Clc1ccc(N=NN2CCOCC2)cc1	1.2	-169	-0.2	-1	1.7	0	11	10	-9

Main list, repeating the preview:
#	Structure	Cl transport mod	Hck-Nef inh	zVAD death inh	Thrombin inh	TNF death inh	Rad51 HR inh	hK5 inh	FXIIa inh	FXIa inh 1536
1	Cc1cc(=O)[nH]c2c1c(C)nn2C1CCOC(C)(C)C1 (stereo not drawn)	-0.73	1	0.2	-4	-0.2	-1	-19	8	-4
2	Clc1ccc(N=NN2CCOCC2)cc1	1.2	-169	-0.2	-1	1.7	0	11	10	-9
3	COC(=O)c1ccc(C(=O)Nc2ccc(N)cc2N)cc1	-0.55	-7	2.1	0	-0.6	-10	2	3	0
4	COc1ccc(F)cc1S(=O)(=O)N1CC(C)CC(C)C1 (stereo not drawn)	.	-2	0.4	-1	-0.3	5	16	12	-4
5	CN1CCN(CCC(=O)Nc2ccc3c(c2)OCO3)CC1	0.14	1	-0.2	-3	1.0	0	-9	12	3
6	CCOC(=O)c1sc(-c2ccccc2)nc1C	1.5	-9	0.9	0	0.0	10	-28	-5	-2
7	Cc1ccccc1-c1nnc(SCc2ccccc2F)o1	0.46	9	1.4	2	3.2	1	3	15	2
8	O=C(Cn1ncc(N2CCOCC2)c(Br)c1=O)c1ccc(Cl)cc1	-2.1	28	1.0	.	0.7	4	2	12	5
9	CN(C)S(=O)(=O)c1cccc(NC(=O)CNC2CCCCC2)c1	-0.028	-1	-0.3	3	0.7	6	-3	9	2
10	N#Cc1cc(-c2ccccc2)nc(Oc2ccccc2)n1	0.044	2	0.3	-1	-3.0	-5	-3	12	2
11	C/C(=N\Nc1ccc(C(=O)O)cc1)c1nc2ccccc2n1C	-0.091	5	8.2	-8	3.2	4	7	4	-2
12	Cc1csc(NC(=O)CSc2nnc(CCNC(=O)c3ccc(Cl)c(Cl)c3)n2C)n1	-1.5	-17	-0.8	-1	-0.7	-2	-7	16	-1
13	O=C(NN1C(=O)c2ccccc2NC12CCCCC2)c1ccccc1	0.29	-2	0.4	1	-1.3	-2	-21	1	7
14	O=C(/C=C/c1cccc([N+](=O)[O-])c1)n1cnc2ccccc21	-0.21	17	-1.8	-6	9.4	25	3	7	-1
15	C=CCn1c(=O)[nH]c2cc(C(=O)N3CCN(c4cccc(Cl)c4)CC3)ccc2c1=O	0.31	2	0.5	-5	-5.8	.	8	1	-8
16	Cc1ccc2c(c1)[C@@H]1CN(C)CC[C@@H]1N2S(=O)(=O)c1ccc(F)cc1	.	7	0.7	-2	-0.8	7	-6	11	-4
17	CC(C)OC(=O)CCC(=O)Nc1ccc(F)cc1	0.28	24	1.0	-6	-0.2	4	1	10	3
18	O=C(C1CCCN(S(=O)(=O)c2cccc3nsnc23)C1)N1CCN(c2ccccn2)CC1 (stereo not drawn)	-2.7	0	-0.2	-11	-7.2	7	-10	-5	-8
19	CN1CCc2nc(NC(=O)COc3ccc4ccccc4c3)sc2C1	-0.8	7	1.2	0	-8.6	4	-16	2	6
20	CCCCCCCSc1nnc(-c2ccccc2N)c(=O)[nH]1	-3.1	21	2.3	-15	0.1	4	1	1	-8
21	COc1ccc(/C=C2/SC(=O)N(CC(=O)Nc3cc(C)on3)C2=O)cc1OC	-0.033	3	0.6	-5	0.8	.	-31	5	-3
22	CCC(NC(=O)c1ccccc1Br)c1ccccc1 (stereo not drawn)	-1.2	8	-0.5	-6	4.3	.	7	4	-1
23	COc1ccc(C(C)=O)cc1COc1ccc([N+](=O)[O-])c(C)c1	-0.06	9	1.3	-8	-0.5	-3	-2	7	3
24	CN1C[C@@H]2C(c3ccc(Cl)nc3)C3(c4ccc(C#N)cc4)CC2(C3)[C@H]1c1ccccc1 (stereo partly drawn)	-0.63	26	-0.1	-1	-2.3	8	0	2	-2
25	C#CC[N+]1(CC#Cc2ccccc2)CCCCC1	-0.86	23	4.9	9	-0.7	-1	1	12	-3
26	CC(C)=NNc1nc(-c2ccc(N3C(=O)CCC3=O)cc2)cs1	-0.055	9	1.8	-4	-1.6	-2	-8	11	4
27	Cc1cc(-c2ccc(N3C(=O)CCC3=O)c(C)c2)ccc1N1C(=O)CCC1=O	.	0	0.5	-7	-0.8	-2	-20	2	3
28	O=C(CSCc1c(Cl)cccc1Cl)NN1C(=O)c2ccccc2C1=O	.	0	1.0	4	-3.3	.	3	12	5
29	Cc1ccc(N2CCN(C(=O)N3CCOCC3)CC2)c(C)c1	-0.57	23	-0.4	-7	-1.9	0	-2	6	2
30	CCn1c(O)c(/C=N/N=C/c2ccccc2)c2ccc(C3=NNC(=O)CC3)cc21	-0.49	0	0.3	-5	-9.3	-115	-12	10	-1
31	Cc1ccc(NC(=O)CCCCCNS(=O)(=O)c2ccc(C)cc2)cc1	1.1	2	0.5	-5	1.7	.	-15	1	11
32	CC(C)NC(=O)c1ccccc1NC(=O)C1CCCO1 (stereo not drawn)	-0.57	8	0.7	-2	-0.2	11	1	7	0
33	Cc1nn(CC(=O)Nc2ccc(C#N)cc2)c(C)c1[N+](=O)[O-]	-0.58	-1	1.8	5	0.0	-25	-8	2	-5
34	COC(=O)CSc1nnc(-c2cccnc2)o1	0.14	0	0.5	0	-0.2	2	-6	14	2
35	O=C(OCc1ccccc1)C1CCCN1C(=O)c1ccccc1[N+](=O)[O-] (stereo not drawn)	.	0	-0.6	-5	-11	.	-3	2	-5
36	CCOC(=O)c1ccc(NC(c2ccc(N(C)C)cc2)P(=O)(OC(C)C)OC(C)C)cc1 (stereo not drawn)	-0.17	-20	-0.6	-4	0.1	-5	6	8	-1
37	Cc1ccc(NC(=S)NCCC(c2ccccc2)c2ccccc2)c(C)c1	0.47	2	-0.4	-5	-20	-6	-1	5	11
38	Cc1cc(C(=O)NCc2ccccc2F)cs1	-1.3	1	-0.2	-2	30	8	-18	14	1
39	CCOC(=O)c1c(C)nc2sc3c(c2c1-c1ccc(OC)cc1)NC(c1ccccc1)NC3=O (stereo not drawn)	-0.7	1	0.0	-2	-7.1	-7	-2	1	-4
40	CSc1nc2[nH]c3c(c2c2nnnn12)CCCC3	-0.35	-1	-0.5	-3	-7.7	.	2	9	-5
41	CCOC(=O)c1c(C)n(-c2ccc(C)cc2)c2c(CC(C)=O)c(Br)c(OC)c(O)c12	0.55	1	-1.1	1	0.0	14	-1	14	8
42	O=C(COc1ccc(Cl)cc1)Nc1nnc(-c2ccc3c(c2)CCCC3)o1	6.2*	-4	-0.2	6	-0.5	1	-226	12	5
43	Cc1ccccc1CC1(CO)CCCN(C(=O)c2ccc3ncccc3c2)C1 (stereo not drawn)	0.86	0	5.1	-2	-0.2	-6	0	13	-1
44	CCOC(=O)c1c(C)c(C(=O)NCc2cccs2)c(C)n1CC	0.61	1	-0.5	-2	-0.4	-2	2	8	-1
45	Cn1c(=O)n(Cc2ccccc2)c(=O)c2c1nc1n2CCS1	0.56	0	1.3	-1	-2.4	-1	-7	9	-10
46	COc1ccc(C2CC(=O)C(CS(=O)(=O)c3ccccc3)C(=O)C2)cc1 (stereo not drawn)	0.5	20	-1.4	-18	-1.1	4	-1	9	-4
47	O=C(CN1CCCCCC1)Nc1cccc(Br)c1	0.53	0	0.7	-2	0.7	1	4	9	-3
48	CCOC(=O)C1(Cc2cccc(OC)c2)CCN(C(C)COC)CC1 (stereo not drawn)	-0.052	-1	-0.2	-2	0.5	-22	.	16	1
49	CC(C)(C)NC(=O)N1CCCN(c2ccc(C(F)(F)F)cn2)CC1	0.15	6	1.0	6	-0.6	-1	-1	2	0
50	CC(C)OC(=O)CN1CCN(c2ccc(Cl)cc2)CC1	-0.49	26	1.1	-3	-0.5	5	-1	14	5

Next part
#	Structure	Cl transport mod	Hck-Nef inh	zVAD death inh	Thrombin inh	TNF death inh	Rad51 HR inh	hK5 inh	FXIIa inh	FXIa inh 1536
51	Cc1nc(N2CCOCC2)nc(N2CCC(C)CC2)c1[N+](=O)[O-]	0.22	11	-0.2	-1	1.3	12	1	6	2
52	CC(=O)Nc1ccc(NC(=S)NC(=O)c2cc3ccccc3o2)cc1	0.1	21	0.2	-9	1.5	4	-20	0	-1
53	COc1ccc(OCC(=O)NCc2cccnc2)cc1	0.24	6	-0.1	-4	-0.1	.	11	-4	-4
54	NC(=O)NNC1=Nc2cccc3cccc1c23	.	16	19	8	0.7	0	1	2	-3
55	Clc1c(CSc2nc3ccccc3o2)nc2ccccn12	.	0	0.8	3	1.0	.	-10	3	4
56	N#CC1=C(N)OC2=C(CC/C2=C\c2ccc(F)cc2)C1c1ccc(F)cc1 (stereo not drawn)	i	2	0.9	-6	0.4	i	2	13	8
57	O=C(NCc1ccccn1)c1ccc2ccccc2n1	-0.43	-1	1.5	-5	1.2	10	39	-6	-12
58	O=C(C1CC1)N(Cc1nc2ccccc2c(=O)[nH]1)Cc1cccs1	2	14	0.0	4	1.5	-3	4	11	2
59	CC(C)=NOc1nc(N(C)C)nc(N2CCOCC2)n1	0.044	8	0.4	-2	0.4	-2	-1	6	-2
60	Fc1ccc(-n2cc(CNCCc3cccnc3)c(-c3ccccc3Cl)n2)cc1	0.63	19	0.7	-5	3.4	-3	-5	4	4
61	Cn1c(=NC(=O)c2cccc([N+](=O)[O-])c2)sc2ccccc21	0.041	34	5.1	-8	-0.4	-32	3	14	3
62	N/C(=N\c1nc2ccccc2o1)NC(=O)c1cccc(Br)c1	.	-2	1.3	-5	5.7	-1	0	6	4
